mcGAS RapidFire = inhibitors of mouse cGAS; AID 1259397; Q8C6L5; inhibition, % at 12.5 µM; recombinant mouse cGAS, cGAMP by RapidFire MS; 130,000 tested, 0.18% active;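 active = inhibition of cGAS enzyme activity at or above 60%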;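 note: enzyme stimulated by 45 bp dsDNA with ATP and GTP substrates; cGAMP share of summed cGAMP plus half ATP and half GTP signals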
Target sequence (Q8C6L5 whole entry, looked up): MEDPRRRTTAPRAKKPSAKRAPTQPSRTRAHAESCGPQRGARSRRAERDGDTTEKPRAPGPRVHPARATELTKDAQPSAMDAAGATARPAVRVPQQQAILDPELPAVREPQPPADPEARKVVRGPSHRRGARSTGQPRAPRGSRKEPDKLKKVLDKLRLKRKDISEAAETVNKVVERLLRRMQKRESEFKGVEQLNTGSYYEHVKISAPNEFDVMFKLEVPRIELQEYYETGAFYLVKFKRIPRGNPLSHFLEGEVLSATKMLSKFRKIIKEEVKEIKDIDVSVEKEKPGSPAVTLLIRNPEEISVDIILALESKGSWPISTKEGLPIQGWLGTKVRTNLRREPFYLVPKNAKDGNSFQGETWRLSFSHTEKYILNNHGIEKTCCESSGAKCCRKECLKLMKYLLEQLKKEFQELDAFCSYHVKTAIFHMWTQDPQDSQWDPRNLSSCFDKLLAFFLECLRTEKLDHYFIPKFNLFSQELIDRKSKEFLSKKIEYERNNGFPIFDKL
Starred values were filed as active, the others as inactive; & = joins results of further samples. A portion of the library; count on the stated rates, not on these rows.

SMILES	mcGAS RapidFire
CC1CCc2ccc(F)cc2N1S(=O)(=O)c1ccc(Cl)s1 (configuration not stated)	9
CC(=O)c1ccccc1OC(=O)c1cccn1C	-8
CC(=NNC(N)=S)c1ccc(C)cc1	-12
CCN1CCC(NC(=O)N(Cc2ccc(-c3ccccc3C)s2)C(C)C)CC1	-4
O=[N+]([O-])c1ccc2[nH]c(O)c(N=Nc3ncc(Cl)cc3Cl)c2c1	-2
Cc1ccc(C)c2c3c([nH]c12)-c1nonc1CC3	2
CNC(=O)c1ccc(C)c(NCc2ccccc2C#N)c1	-6
CCc1nnc2n1NC(C)=C(C(=O)Nc1ccccc1)S2	-1
CC1CCN(Cc2nc(NCCN3CCOCC3)c3c4c(sc3n2)CCC4)CC1	-51&-10
COCCN1CCCC(O)(CN2CCC(Cc3ccc(F)cc3)CC2)C1=O (configuration not stated)	-10
CCC(NC(=O)OC1CCCC1)(C(F)(F)F)C(F)(F)F	-10
CC(C)CCOC(C)C(=O)N(C)CC(=O)N(C)C (configuration not stated)	-7
CCOC(=O)C1=C(C)N(CC)C(=O)NC1c1cccc(Cl)c1Cl (configuration not stated)	0
CCn1nnc2c(=O)n(CC(=O)N3CCCC3)cnc21	-1
CC1CN(c2ccccc2)c2nc3c(c(=O)[nH]c(=O)n3C)n2C1 (configuration not stated)	-4
CC(Nc1ccc(N)cc1Cl)c1ccccc1 (configuration not stated)	-1
COCCNC(=O)C1(C)CCCN(Cc2c(C)nn(-c3ccccc3)c2C)C1 (configuration not stated)	-6
CC(C)(C)C(=O)NCc1ccc(C(=O)CN2C(=O)NC3(CCCC3)C2=O)s1	-13
CC(C)C(C)(C#N)NC(=O)COc1cc(Cl)ccc1Cl (configuration not stated)	-5
O=C(O)c1ncoc1CCC(F)(F)F	-5
N#Cc1ccc(OCC(=O)N(Cc2c(F)cccc2Cl)C2CC2)cc1	-4
CCC(C)NS(=O)(=O)c1ccc2c(c1)CCC(=O)N2 (configuration not stated)	-6
CN(C)CCN(Cc1ccccc1F)C(=O)NCCc1cccs1	-16
Cc1cccn2c(=O)c3cc(C(=O)N4CCCC4)sc3nc12	-11
CSCC(=O)N1CCCC(C(=O)Nc2ccc(-c3cccc(F)c3)cc2)C1 (configuration not stated)	-4
COc1ncccc1-c1cnn(Cc2ccccc2)c1	-20
CC1=NN(c2nc(C)cc(C)n2)C(=O)C1Cc1ccccc1Cl (configuration not stated)	4
Cc1cc(C=O)c(C)n1-c1ccc(Cl)c(C(F)(F)F)c1	-15
Cc1cc(CN2CCCC(CCc3ccccc3F)C2)n[nH]1 (configuration not stated)	-4
CCn1nc(C)c(C(=O)NCCC2CCCN(C)C2)c1C (configuration not stated)	-10
O=C1CN(C(=O)c2cnn(-c3cccc(C(F)(F)F)c3)c2-n2cccc2)CCN1	-7
Cc1cc(Cl)cc2sc(NCCN(C)C)nc12	5
O=C(C1COc2ccccc21)N1CC2CCC1C2 (configuration not stated)	-4
CCn1ccc(C(=O)N(CCN2CCOCC2)c2nc3cc(C)c(C)cc3s2)n1	2
C=C(Br)CNC(=O)N(CC(C)C)CC(C)C	-7
COC(=O)[C@@H]1CS(=O)(=O)[C@H](C)N1C(=O)C(F)(F)F	2
CNC(=O)CN1CCN(C(=O)C2CC2c2ccccc2Cl)CC1=O (configuration not stated)	-12
O=S(=O)(NC1CCSc2ccccc21)N1CCCCCC1 (configuration not stated)	-7
CC=CC=CC(=O)OCC1=C(C(=O)OCC)C(CC)NC(=O)N1 (configuration not stated)	6
Fc1cc2nc(-c3cc(Cl)c4c(c3)OCO4)[nH]c2cc1F	-6

Not a retest: an excerpt of the list.
SMILES	mcGAS RapidFire
CC=CC=CC(=O)OCC1=C(C(=O)OCC)C(CC)NC(=O)N1 (configuration not stated)	6
Fc1cc2nc(-c3cc(Cl)c4c(c3)OCO4)[nH]c2cc1F	-6

The results go on.
SMILES	mcGAS RapidFire
Cc1ccc2nc(NC(=O)CN3CCSC3=O)sc2c1	-1
COC(C)C(=O)Nc1cc(C)c(NC(=O)C(C)OC)cc1C (configuration not stated)	-7
CC(CNc1ncccc1C#N)N1CCc2ccccc2C1 (configuration not stated)	-23
CCc1c(C(=O)N2CCC(Cn3cc(CO)nn3)CC2)csc1C	8
CN(C)c1ccc(CC2Nc3cccc(C(=O)O)c3C2=O)cc1 (configuration not stated)	1
COc1ccc(C2=N/C(=C\C=C\c3ccccc3)C(=O)O2)cc1	-15
Cc1nnsc1CN(C)Cc1cccc(C(=O)Nc2c(C)noc2C)c1	-13
Nc1nc(NCc2ccccc2)nc(N2CCCCC2)c1[N+](=O)[O-]	-12
CC1CN(C(C)CNC(=O)C2CC=CCC2)CC(C)O1 (configuration not stated)	0
COCC(=O)N1CCCN(Cc2ccc(-c3ccccn3)cc2)CC1	-34
COc1ccccc1NCCC(=O)Nc1ccc(F)cc1C	-2
Cc1ccccc1CN1CCN(S(=O)(=O)c2cccc(C#N)c2)CC1	-3
COc1ccc(-c2[nH]ncc2CN2CCN(Cc3csc(C)n3)CC2)c(F)c1	9
CC(NCc1ccc(N(C)CCC#N)cc1)C1CC2CCC1C2 (configuration not stated)	-3
Nc1[nH]c(=O)[nH]c(=O)c1N=Nc1ccc2c(c1)OCCO2	-3
Cc1ccc(Nc2nc(N3CCN(c4ccc(F)cc4)CC3)nc3nccnc23)cc1	-2
CCOc1ccc(N2CCn3c2nc2c3c(=O)n(CCOC)c(=O)n2C)cc1	-9
CCCCS(=O)(=O)NCCNc1ccc(Nc2cc(C)ccn2)nn1	-9
O=c1c2cc(Cl)ccc2ncn1CC(O)COc1cc(Cl)ccc1Cl (configuration not stated)	-2
CCc1ccc2nc(NCCCN(C)C)sc2c1	-1
COCCn1cnc2cc(NC(=O)C3CCCCC3)cc(C(=O)NC3CCc4ccccc43)c21 (configuration not stated)	-10
O=c1[nH]c(SCC2OCCc3ccccc32)nc2[nH]ncc12 (configuration not stated)	5
CCCn1c(=O)c2c(nc3n2CC(C)CN3c2ccc(OC)cc2)n(C)c1=O (configuration not stated)	-5
CC1CN(C(=O)NCCc2coc(-c3ccccc3)n2)CCO1 (configuration not stated)	7
C=CCn1c(COc2ccc(F)cc2)nnc1SCC(=O)Nc1cc(C)on1	-2
CCOC(=O)C(CC)Sc1nc2c(cnn2CCO)c(=O)[nH]1 (configuration not stated)	-31
CNCC(=O)N(C)Cc1cc2cc(F)ccc2[nH]1	-6
Brc1ccc(C2CN(c3ncnc4nc[nH]c34)CCO2)cc1 (configuration not stated)	-17
COc1cccc(NC(=O)c2ccc(C(F)(F)F)nc2)c1	-9
CC(c1ccccc1)n1c(SCC(=O)O)nnc1-c1cnccn1 (configuration not stated)	-14
CN1CCN(c2onc(-c3ccccc3)c2CNCc2ccccc2F)CC1	-12
CNC(=O)[C@@H]1C[C@H](N)CN1C1CSCCSC1	-12
COc1cccc(C2c3cc(OC)c(OC)c(OC)c3CCN2C(=O)C(F)(F)F)c1 (configuration not stated)	-30
O=C(Nc1ccc(NC2CCCCC2)cc1)c1cnsn1	-1
NS(=O)(=O)c1ccc(NC(=O)c2c3c(nn2C2CCS(=O)(=O)C2)CCC3)cc1 (configuration not stated)	-10
CC(C)C(NC(=O)CNC(=O)c1ccc(Br)o1)c1nnc2n1CCC2 (configuration not stated)	-9
CCN(CCCCCCN)c1cccc2c(=O)[nH][nH]c(=O)c12	-5
CCC1CSC(=NCCSc2ccc(Cl)cc2)N1 (configuration not stated)	-10
CC(Nc1ncnc2sccc12)c1ccc(-n2cncn2)cc1 (configuration not stated)	-20
Cc1cc(C)n(-c2ccc(-n3cnnc3)cc2)n1	-26
Cc1ccc(C(C)C)cc1OC(C)C(=O)NCc1ccc(C(=O)N2CCCC2)cc1 (configuration not stated)	5
c1ccc(CNc2nc3ccccc3c3nncn23)cc1	0
CC(C(=O)N1CCOCC1)S(=O)(=O)c1nnc(C2CC2)n1C (configuration not stated)	-9
Cc1c(C)c2n(C)c3ccccc3n2c1C(=O)NC(=O)c1ccccc1	-6
O=C(CSC1=Nc2ccccc2C2CC=NN12)Nc1ccc2ccccc2c1 (configuration not stated)	6
N#CCCN(C(=O)c1coc2c1C(=O)CCC2)C1CC1	-10
CC(Cn1ccnc1)NC(=O)c1ccccc1N(C)C(=O)c1cccs1 (configuration not stated)	13
Cc1ccsc1CN(C(=O)c1onc2ccccc12)C1CC1	-14
CCN(CC(=O)Nc1ccc2c(c1)OCCO2)C(=O)Cn1c(C)csc1=O	-3
CN1CCN(C(=O)c2c3c(nc4ccccc24)CCN(C(=O)c2cc(F)cc(F)c2)C3)CC1	-9
CC(C)(C)c1ccc(/C=N\NC(=O)CSc2nnc(-c3ccccc3)n2-c2ccccc2)cc1	-5
CCn1ccc(C(=O)N2CCN(c3nc4c(F)cc(F)cc4s3)CC2)n1	3
N#Cc1cccnc1N1CCN(c2cncc(-c3ccc(F)cc3)n2)CC1	1
N#Cc1ccc(C(=O)Nc2cccc3c2C(=O)NC3=O)cc1	-11
O=C(Nc1ccccc1)C1CCN(C(=O)CN2CCCCC2)CC1	-12
COc1cc(C=C2C(=O)NC(=S)NC2=O)ccc1Oc1ccc([N+](=O)[O-])cn1	0
Cc1cc(C)cc(C(=O)C=C2NC(=O)CS2)c1	-9
COc1ccc(N=c2scc(C)n2CC(=O)NC2CC2)cc1	-2
N#C/C(=N\Nc1ccccc1[N+](=O)[O-])C(=O)c1ccc(Cl)cc1	-8
COc1ccc(-c2cc(Nc3ccc(NS(=O)(=O)c4ccc(C)cc4)cc3)ncn2)cc1	1
Next section.
SMILES	mcGAS RapidFire
COc1ccc2c(C)c(CCC(=O)Nc3ccccn3)c(=O)oc2c1	-15
CCCCCCNCc1cccc(Br)c1	-3
Cc1[nH]n2c(=O)c3c(nc2c1-c1ccccc1)CCC3	1
COCCCN1C(=O)CC(CC(=O)N(C)Cc2n[nH]c3c2CCCCC3)(c2ccccc2C)C1=O (configuration not stated)	-8
Cc1ccsc1CN(Cc1ccco1)Cc1nc(C(=O)O)co1	-4
COC(=O)c1ccc(C(=O)NC(C)(CC(C)C)C(N)=O)nc1 (configuration not stated)	-30
CC(C)(C)C(C#N)NS(=O)(=O)c1cc(F)cc(F)c1 (configuration not stated)	-2
COc1ccc(NC(=O)C2CCCN2C(=O)c2cn(C)c3ccccc23)cc1 (configuration not stated)	0
Cc1nnc(-c2cccc(-c3cc(F)c4c(c3)CC(CN)O4)c2)s1 (configuration not stated)	-4
COc1ccc(S(=O)(=O)N(C)C)cc1NC(=O)c1c(-n2c(C)ccc2C)sc(C)c1C	-3
Cc1ccc(SC2(C(=O)N(C)Cc3cnccn3)CCCC2)cc1	10
COc1cc2c(cc1-c1nccn1CC1CCS(=O)(=O)C1)CCC2 (configuration not stated)	-2
CN1CCCC2(CC1)CCN(C(=O)c1cc(-c3cccn3C)n[nH]1)CC2	-25
CC(=O)N1N=C(c2ccc(C(C)(C)C)cc2)OC1C(=O)NCc1ccccc1C(F)(F)F (configuration not stated)	-14
CC1C2CC(C(S(=O)(=O)N3CCOCC3)C2=O)C1(C)C (configuration not stated)	-26
COc1ccccc1Oc1nc(N2CCCC2)nc2c1CNCC2	-5
COc1ccccc1-c1cc(CNC(=O)c2c(C)nc3sccn23)on1	-16
CCn1nnc2c(=O)n(CC(=O)N3CCOCC3)cnc21	3
CCC1(C)NC(=O)N(N=Cc2ccc(N3CCOCC3)s2)C1=O (configuration not stated)	-10
O=S(=O)(NC1=NCCC1)c1ccc2c(c1)OCCOCCOCCOCCO2	47
c1nc(Nc2ccc3c(c2)OCO3)c2nc3n(c2n1)CCCCC3	-5
CCOC(=O)C1=C(Cn2cnc3sc(C)c(C)c3c2=O)NC(=O)NC1CC (configuration not stated)	-2
CCC(C)c1csc(N(C)S(=O)(=O)c2cccc(F)c2F)n1 (configuration not stated)	2
CC(=O)N1CCN(C(=O)CCNC(=O)c2csc(Nc3cccc(C(F)(F)F)c3)n2)CC1	-7
Cc1cc(C(=O)CN2C(=O)NC3(CCCc4sccc43)C2=O)c(C)n1C1CC1 (configuration not stated)	-1
CCN(C(=O)Cn1nc(C(=O)N2CCOCC2)cc1-c1cccs1)c1ccccc1C	-8
CCN1CC(n2cnc(-c3ccccc3)c2-c2ccc3occc3c2)CC1=O (configuration not stated)	-8

In the list so far, 14 contain a Cl atom:
SMILES	mcGAS RapidFire
CC1CCc2ccc(F)cc2N1S(=O)(=O)c1ccc(Cl)s1 (configuration not stated)	9
O=[N+]([O-])c1ccc2[nH]c(O)c(N=Nc3ncc(Cl)cc3Cl)c2c1	-2
CCOC(=O)C1=C(C)N(CC)C(=O)NC1c1cccc(Cl)c1Cl (configuration not stated)	0
CC(Nc1ccc(N)cc1Cl)c1ccccc1 (configuration not stated)	-1
CC(C)C(C)(C#N)NC(=O)COc1cc(Cl)ccc1Cl (configuration not stated)	-5
N#Cc1ccc(OCC(=O)N(Cc2c(F)cccc2Cl)C2CC2)cc1	-4
CC1=NN(c2nc(C)cc(C)n2)C(=O)C1Cc1ccccc1Cl (configuration not stated)	4
Cc1cc(C=O)c(C)n1-c1ccc(Cl)c(C(F)(F)F)c1	-15
Cc1cc(Cl)cc2sc(NCCN(C)C)nc12	5
CNC(=O)CN1CCN(C(=O)C2CC2c2ccccc2Cl)CC1=O (configuration not stated)	-12
Fc1cc2nc(-c3cc(Cl)c4c(c3)OCO4)[nH]c2cc1F	-6
O=c1c2cc(Cl)ccc2ncn1CC(O)COc1cc(Cl)ccc1Cl (configuration not stated)	-2
CCC1CSC(=NCCSc2ccc(Cl)cc2)N1 (configuration not stated)	-10
N#C/C(=N\Nc1ccccc1[N+](=O)[O-])C(=O)c1ccc(Cl)cc1	-8

Screening results deposited in PubChem BioAssay by Fisher Drug Discovery Resource Center.
